Screening data as filed in PubChem BioAssay.
A340 absorber – absorbance at 340 nm. fold change at 10 µM. 65,000 tested, under 10 active. compound absorbance at 340 nm, fold over control;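 active means at 10 µM dose, initial 340 nm absorbance at least 2 fold that of control wells; inactive means change under 2 fold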;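 further: initial absorbance extrapolated from kinetic A340 decline of NADH oxidation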
MKP-1 inh – human dual specificity phosphatase 1 inhibition; hit rate 0.15% among 65,000; recombinant MKP-1, OMFP hydrolysis fluorescence; inhibition, %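 (compounds tested at a single concentration somewhere between 10 and 100 µM)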; P28562;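 active means inhibition above about 50%, limit read from the data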;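 further: 0% = DMSO max control wells and 100% = wells with enzyme stopped by NaOH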
Fluor 339 460 – intrinsic fluorescence of library compounds, ex339/em460 – biochemical, MLSMR library, data from DPM-DC assay, artefact control, profiling panel; hit rate 5.5% among 65,000; compound autofluorescence, ex339/em460 nm, NADH buffer; active compounds read high; 1 = no-compound wells, NADH background; fluorescence fold increase at 10 µM;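 active means at 10 µM, mean starting fluorescence two-fold or more over control wells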;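 further: signal is the first read of a kinetic run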
ROCK2 inh – ROCK2 (human) kinase inhibition; O75116; purified ROCK2, Kinase-Glo ATP depletion luminescence; inhibition, % at 6 µM; hit rate 0.35% among 60,000; AID 604;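 active means inhibition above the screen-wide mean inhibition plus 3 SD, cut at about 18% in these data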;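 further: plate controls were DMSO wells for no effect and Y-27632 control wells after no-enzyme background subtraction for full effect; many of its hits are not listed in these tables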
Target sequence (O75116 whole entry, looked up): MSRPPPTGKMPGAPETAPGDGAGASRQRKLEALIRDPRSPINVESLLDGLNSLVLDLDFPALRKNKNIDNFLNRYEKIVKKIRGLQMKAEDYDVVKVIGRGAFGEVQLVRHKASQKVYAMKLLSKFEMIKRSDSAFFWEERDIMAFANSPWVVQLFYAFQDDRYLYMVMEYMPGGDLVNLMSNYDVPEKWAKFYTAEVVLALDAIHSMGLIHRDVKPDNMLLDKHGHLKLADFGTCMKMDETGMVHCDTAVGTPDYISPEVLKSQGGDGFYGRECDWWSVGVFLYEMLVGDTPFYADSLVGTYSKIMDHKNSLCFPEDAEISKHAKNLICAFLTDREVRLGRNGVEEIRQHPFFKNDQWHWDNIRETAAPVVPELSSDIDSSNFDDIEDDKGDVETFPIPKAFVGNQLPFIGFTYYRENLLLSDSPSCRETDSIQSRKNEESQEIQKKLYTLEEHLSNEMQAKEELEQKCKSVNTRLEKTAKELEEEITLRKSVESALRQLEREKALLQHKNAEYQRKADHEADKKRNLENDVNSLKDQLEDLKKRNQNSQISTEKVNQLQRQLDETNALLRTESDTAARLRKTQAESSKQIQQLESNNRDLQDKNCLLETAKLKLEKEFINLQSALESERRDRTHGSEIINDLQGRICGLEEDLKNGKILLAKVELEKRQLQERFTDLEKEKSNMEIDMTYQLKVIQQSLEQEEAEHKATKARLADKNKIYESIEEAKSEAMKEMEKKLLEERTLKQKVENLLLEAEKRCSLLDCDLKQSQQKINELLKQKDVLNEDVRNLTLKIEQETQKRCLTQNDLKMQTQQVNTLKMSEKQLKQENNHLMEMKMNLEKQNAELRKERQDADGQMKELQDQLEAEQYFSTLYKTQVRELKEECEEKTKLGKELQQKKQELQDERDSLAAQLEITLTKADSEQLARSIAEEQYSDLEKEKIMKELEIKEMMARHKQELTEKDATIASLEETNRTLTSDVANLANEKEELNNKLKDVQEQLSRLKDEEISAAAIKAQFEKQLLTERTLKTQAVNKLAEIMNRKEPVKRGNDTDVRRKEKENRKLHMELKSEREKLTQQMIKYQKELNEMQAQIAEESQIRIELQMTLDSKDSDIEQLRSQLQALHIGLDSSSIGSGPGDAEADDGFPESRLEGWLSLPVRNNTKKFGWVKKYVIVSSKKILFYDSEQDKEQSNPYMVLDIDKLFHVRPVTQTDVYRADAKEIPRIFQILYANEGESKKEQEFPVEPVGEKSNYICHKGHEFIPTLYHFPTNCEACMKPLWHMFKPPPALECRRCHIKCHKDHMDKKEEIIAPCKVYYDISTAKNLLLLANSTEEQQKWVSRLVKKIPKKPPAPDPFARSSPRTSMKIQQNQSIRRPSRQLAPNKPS
JNK3 blocker – inhibitors of human JNK3 kinase. hit rate 0.61% among 60,000. inhibition, % at 8 µM. P53779. purified JNK3 kinase activity, HTS; in the data active means inhibition above about 17%;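 further: 0% = DMSO and 100% = reference inhibitor; many of its hits are not listed in these tables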
HER2 expr 66K – Her2 kinase expression inhibition; P04626; SKBR-3 HER2 protein level, AlphaScreen, 18-24 h; active compounds read low; HER2 level % of control, % at 10 µM; hit rate 0.69% among 65,000;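 active means HER2 level under 5% of the carrier-only control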;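 further: 100% = DMSO carrier and 0% = 500 nM PU-H71 HSP90 inhibitor; lower value means stronger loss of Her2 protein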
PKA kinase inh – inhibitors of human protein kinase A; AID 524; hit rate 0.1% among 65,000; PKA Kemptide phosphorylation, Kinase-Glo ATP luminescence; P17612; inhibition, % at 6 µM;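 active means inhibition above the screen-wide mean inhibition plus 3 SD, cut at about 21% in these data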; further: many of its hits are not listed in these tables
Hsp90 inh – displaces geldanamycin probe from tumor Hsp90 | P07900 | NCI-N417 lysate Hsp90, Cy3B-geldanamycin FP displacement | inhibition, % at 30 µM | hit rate 0.35% among 64,000 | AID 429;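 active means inhibition above 50%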;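 further: 0% = tracer plus lysate wells and 100% = tracer alone without lysate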
Cdc25B block – human M-phase inducer phosphatase 2 inhibition; P30305; recombinant Cdc25B, OMFP fluorescence Ex485/Em525; inhibition, %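 (compounds tested at 10 µM final in the well)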; hit rate 0.1% among 65,000; AID 368; in the data active means inhibition above about 50%
* = called active by the depositor; . = not tested or not shown. Not all compounds are listed; the hit share may differ from the screen's.

Start of the data: the first 5 compounds, to show the layout:
SMILES	A340 absorber	MKP-1 inh	Fluor 339 460	ROCK2 inh	JNK3 blocker	HER2 expr 66K	PKA kinase inh	Hsp90 inh	Cdc25B block
C/C=C/c1ccc(OCCCNCC(C)O)c(OC)c1 (stereo not drawn)	1.1	-2	1.1	-3	-9	91	-1	2	-8
Cc1ccccc1Cn1nnc(C(=O)Nc2cccc(C)c2C)c1N	1	7	1.1	-1	-3	105	3	0	3
O=C(CSc1nc2c(c(=O)n1-c1ccc(Br)cc1)SCC2)NCc1ccco1	1.1	.	1.1	.	.	84	2	.	.
COc1ccc(S(=O)(=O)Nc2ccc(S(=O)(=O)Nc3nc(C)cc(C)n3)cc2)cc1OC	1	-6	1.1	6	-3	115	9	0	-2
Cc1nc(N2CCN(S(=O)(=O)c3ccc(F)cc3)CC2)c2c(C)c(C)sc2n1	0.99	20	1.1	-4	9	102	-1	-2	-1

Results, repeating the preview:
SMILES	A340 absorber	MKP-1 inh	Fluor 339 460	ROCK2 inh	JNK3 blocker	HER2 expr 66K	PKA kinase inh	Hsp90 inh	Cdc25B block
C/C=C/c1ccc(OCCCNCC(C)O)c(OC)c1 (stereo not drawn)	1.1	-2	1.1	-3	-9	91	-1	2	-8
Cc1ccccc1Cn1nnc(C(=O)Nc2cccc(C)c2C)c1N	1	7	1.1	-1	-3	105	3	0	3
O=C(CSc1nc2c(c(=O)n1-c1ccc(Br)cc1)SCC2)NCc1ccco1	1.1	.	1.1	.	.	84	2	.	.
COc1ccc(S(=O)(=O)Nc2ccc(S(=O)(=O)Nc3nc(C)cc(C)n3)cc2)cc1OC	1	-6	1.1	6	-3	115	9	0	-2
Cc1nc(N2CCN(S(=O)(=O)c3ccc(F)cc3)CC2)c2c(C)c(C)sc2n1	0.99	20	1.1	-4	9	102	-1	-2	-1
CCCOCC(O)COc1ccccc1C(=O)N1CCOCC1 (stereo not drawn)	1	14	1.1	-1	4	128	6	2	-13
COc1ccc(-c2ccc(SCC(=O)N3CCOCC3)nn2)cc1OC	1	7	1.1	3	4	81	11	-3	-7
Clc1cc(Cl)c2nc(N3CCOCC3)sc2c1	1	-1	1.1	5	-1	86	13	-4	5
COC(=O)c1cc(COC(=O)c2ccc(OC)c(S(=O)(=O)N3CCCC3)c2)oc1C	1	4	1	2	5	139	6	1	-24
Cc1cccc(-c2cc3nc(C)cc(NCCCN(C)C)n3n2)c1	0.99	-6	1.6	2	0	98	1	-2	-15
COc1ccccc1-c1ccc(Nc2cccc(C(C)=O)c2)nn1	1	2	1	.	.	82	6	-3	-14
Cc1onc(-c2ccccc2Cl)c1C(=O)Nc1ccc(-n2nncc2-c2ccco2)cc1	1	35	1.1	.	.	102	5	-7	-7
COc1cc(OC)cc(-c2nc(N)n[nH]2)c1	1	-5	1	0	-4	92	-6	-4	-17
CN1C(=O)CC(N2CCN(c3ncccn3)CC2)C1=O (stereo not drawn)	1	-2	1.1	5	-4	105	9	0	-8
CCC(OC(=O)c1cccs1)C(=O)NC1CCCCC1 (stereo not drawn)	0.99	-19	1.1	1	2	92	1	1	4
CCOC(=O)c1cnc(-n2nc(C)cc2C)nc1NC1CCCCC1	1	22	2*	-2	7	16	4	-1	6
CN(C1CCCCC1)S(=O)(=O)c1ccc(NC(=O)C2CCCCC2C(=O)O)cc1 (stereo not drawn)	1	36	1.1	2	-3	67	4	-3	-11
Cc1cc(NC(=O)Cn2nc(C(F)(F)F)c3c2CCC3)no1	1	-13	1.1	4	10	91	10	-3	-9
CCOC(=O)c1sc2nc(CSCC(=O)OCc3ccc(C(=O)OC)o3)[nH]c(=O)c2c1C	1.1	15	1.5	-1	1	60	-1	-5	-2
COC(=O)c1cccc(NC(=O)c2ccc(S(=O)(=O)N3CCN(C)CC3)cc2)c1	0.98	-19	1	10	4	99	6	0	-9
COc1ccc(CCNC(=O)c2ccncc2)cc1OC	0.99	-12	1	7	3	81	10	-4	-8
O=C(Nc1ccc(S(=O)(=O)C(F)F)cc1)c1cccc(S(=O)(=O)N2CCOCC2)c1	1	4	1.1	10	1	.	5	-1	-20
CCCn1c(NC(=O)c2ccccc2)nc2ccccc21	1.1	-5	1.2	2	0	88	3	-3	3
COc1ccccc1N1CCN(C(=O)c2sc3nc(-c4ccc(F)cc4)cn3c2C)CC1	1	18	1	3	-1	96	7	-4	-9
C=CCN1C(=O)CN=C1NCc1ccccc1	1	-6	1.1	2	-4	111	8	1	-4
SMILES	A340 absorber	MKP-1 inh	Fluor 339 460	ROCK2 inh	JNK3 blocker	HER2 expr 66K	PKA kinase inh	Hsp90 inh	Cdc25B block
O=C(NCc1ccco1)c1cc2sccc2n1Cc1ccc(F)cc1	0.97	-17	1	0	4	60	6	-6	0
Cn1cc(SCC(=O)Nc2nc3ccccc3s2)c2ccccc21	1	24	1	.	.	49	2	-5	2
O=C(CSc1nnc2ccccn12)c1ccc2c(c1)OCCO2	1	-7	1.1	0	2	76	2	3	9
Cc1ccc(NC(=O)N2CCC(c3nc4c(nnn4Cc4cccc(Cl)c4)c(=O)[nH]3)CC2)cc1	1	33	1.1	3	0	50	11	-5	-3
COC(=O)CC1=C(C(=O)OC)C(c2cccc(OCC(N)=O)c2)C(C#N)=C(N)O1 (stereo not drawn)	1	-18	1	6	-1	84	5	-5	-24
CN(c1ccc(OCC(=O)N2CCCCC2)cc1)S(=O)(=O)c1cccs1	1	-7	1.1	.	.	100	8	.	-6
CCOC(=O)c1ccc(N2C(=O)CC(N(C)CCc3ccc(OC)c(OC)c3)C2=O)cc1 (stereo not drawn)	1	4	1.1	3	-2	104	2	-1	-10
Cc1ccc(NC(=O)NCC(c2cccnc2)N2CCOCC2)cc1 (stereo not drawn)	0.99	6	1	0	4	90	-1	-4	-5
O=C(NCc1ccco1)c1cc2ccc(O)cc2oc1=O	1.1	34	3.8*	-32	1	100	-9	-5	9
CCc1c(C)sc(NC(=O)OC)c1C(=O)N1CCOCC1	.	-9	.	6	3	.	8	.	-2
CC(=O)c1cccc(NC(=O)C2CCCN(S(C)(=O)=O)C2)c1 (stereo not drawn)	1	1	1.1	8	2	97	9	1	-7
N#Cc1ccc(C23CC4CC(CC(C4)C2)C3)[nH]c1=O	1.1	-7	2	-2	3	62	-7	-3	5
CC(=O)c1ccc(NC(=O)CSCCO)cc1	1	-5	1	-1	5	69	6	-3	-9
CCCn1c(NCc2ccc3c(c2)OCO3)nc2ccccc21	1	-1	0.99	3	3	155	6	0	-1
COC(=O)C1CCN(C(=O)c2ccc(NC(C)=O)cc2)CC1	1	1	1.1	1	7	194	0	0	4
CCN1CCN(c2nc3ccccc3nc2C(C#N)C(=O)OCc2ccccc2)CC1 (stereo not drawn)	1	10	1.5	7	-1	113	5	-4	-17
C=CCN(C(=O)CCC(=O)Nc1cc(C)on1)C(C(=O)NC1CCCC1)c1cccnc1 (stereo not drawn)	1	21	1.1	6	7	67	2	0	-3
COc1c(Br)cc(Br)cc1/C=N/n1c(C)nnc1C	1	18	1	-3	0	101	-6	2	3
COc1ccc(C2CC(c3cc(OC)ccc3OC)n3nnnc3N2)cc1 (stereo not drawn)	1	9	1.2	6	-6	49	10	1	7
COc1ccc(OC)c(S(=O)(=O)N2CCC(C(=O)NCCC3=CCCCC3)CC2)c1	1.1	26	1.1	9	-3	89	12	1	-10
CC(=O)NCC1=C(NC(C)=O)C2CC1C(C)(C)C2C (stereo not drawn)	1.1	-3	1.1	7	5	107	8	1	-9
C=CCn1c(=O)c2c(nc3n2CCS3)n(C)c1=O	0.98	5	1.1	-6	-6	73	-5	0	-11
CC1=Nn2c(nnc2-c2ccccn2)SC1	1	-5	1	3	5	100	0	-1	-9
CC(=O)Nc1ccc(S(=O)(=O)NCc2ccc3c(c2)cc(C)n3C)cc1	0.97	22	1.1	0	-7	89	-10	16	2
COc1ccc(C2C(=O)N(C3CCCCCC3)CC(=O)N2Cc2ccccc2)cc1OC (stereo not drawn)	0.99	3	1	.	.	110	4	-6	-8
SMILES	A340 absorber	MKP-1 inh	Fluor 339 460	ROCK2 inh	JNK3 blocker	HER2 expr 66K	PKA kinase inh	Hsp90 inh	Cdc25B block
COc1ccc2ccccc2c1C1CC(=O)N2CN(Cc3ccco3)CSC2=C1C#N (stereo not drawn)	1.1	1	1	4	5	113	5	-3	-6
CCC(C)c1ccc(OCC(=O)O)cc1 (stereo not drawn)	1.1	0	1.1	-2	9	82	4	-6	-5
CCOc1cc(C2C(C(=O)OC(C)C)=C(C)N=C3SCCC(=O)N32)ccc1OC(C)=O (stereo not drawn)	1	24	1	1	5	97	7	-5	-8
CS(=O)(=O)N(CC(=O)NC1CCCC1)c1ccc2c(c1)OCCO2	1	8	1.1	4	7	77	3	0	4
CCOC(=O)N1CCC(NS(=O)(=O)c2cc(Br)cc3c2N(C(=O)CC)CC3)CC1	1	5	1	.	.	78	-2	.	-8
CC1CCCN(Cc2nc3c(c(=O)n(C)c(=O)n3C)n2CC(=O)c2ccccc2)C1 (stereo not drawn)	1.1	12	1.1	-3	-3	104	1	-1	-17
C=CCn1c(SCc2ccc(C#N)cc2)nnc1-c1cccc(Cl)c1	0.96	-1	1	-13	2	82	-12	-1	8
Cc1cc(C(=O)CN2C(=O)c3ccccc3S2(=O)=O)c(C)n1CC1CCCO1 (stereo not drawn)	1	0	1.1	2	-6	83	-1	-1	-11
CCCC(=O)Nc1cccc(NC(=O)c2ccc3c(c2)OCCO3)c1	1	-15	1.1	4	2	104	13	-3	-2
CCC(C)[C@H](NC(=O)NCCCN1CCOCC1)C(=O)OC (stereo partly drawn)	1	-29	1.1	9	-2	96	0	0	-2
O=C(CSc1nc(-c2ccco2)cc(C(F)(F)F)n1)NCc1cccs1	1.2	0	1.1	-3	0	96	-6	-4	-14
COCCN(C(=O)CCC(=O)Nc1ccccn1)C(C(=O)NCCC(C)C)c1ccc(OC)cc1 (stereo not drawn)	1	32	1.1	-2	-3	86	-3	-1	3
Cc1cc(C)c2cc(CN(CCO)Cc3nnnn3Cc3ccccc3)c(=O)[nH]c2c1	1	9	1.2	2	-3	93	2	-2	-18
O=C(c1ccccc1-c1nc(-c2ccc(F)cc2)no1)N1CCCC1	1	0	1.1	1	0	105	0	-8	6
C=CCc1cccc(CNc2nc3ccccc3n2CCC)c1O	1	-5	1.1	3	-3	71	6	-1	-13
O=C1COc2ccc3ccccc3c2CN1	1	-3	1.1	.	.	119	5	3	-3
CCOC(=O)C1=C(C)NC2=C(C(=O)C(C(=O)OC)C(C)C2)C1c1ccc(OC)c(O)c1 (stereo not drawn)	1	3	1.2	10	-9	75	10	-2	-12
COc1ccc(CC(=O)Nc2nc3n(n2)C(c2ccccc2)CC(=O)N3)cc1OC (stereo not drawn)	1	-20	1.1	7	4	104	-7	-6	-1
CS(=O)(=O)N(Cc1ccccc1)c1ccccn1	1.1	2	1.1	5	2	83	3	-4	-11
O=C(CN1C(=O)c2ccccc2S1(=O)=O)N1CCc2ccccc21	1.1	-13	1.1	6	-6	118	1	0	-1
Cc1cccc2cc(CN(CCCO)C(=O)Nc3cccc(Cl)c3)c(=O)[nH]c12	1	-10	1.3	2	-7	91	7	1	1
COc1ccc(-c2cc(C(F)(F)F)nc(SCCC(=O)N3CCOCC3)n2)cc1	1	-11	2*	0	-6	83	-1	-2	-1
COc1ccc(OCc2ccc(-c3nc4ccccc4c(=O)n3N)o2)cc1	1.1	22	1.1	-6	1	83	4	0	8
CC(C)OC(=O)CSc1nnc(-c2cnccn2)n1-c1ccc(Cl)cc1	1	-8	1.1	1	5	91	-4	-3	-1
Cc1ccnc(N2CCC(C(=O)Nc3nnc(C)s3)CC2)n1	1	1	1.6	2	-3	96	2	-3	-10
CCOC(=O)CN1C(=O)C(C)(C)Oc2ccc(C(=O)NC(C)(C)CC)cc21	0.98	19	1.1	0	-2	81	-4	2	0
O=C(NCc1cccnc1)/C(=N\O)c1ccccc1	1	-10	1	-4	8	105	-10	-3	-8
O=C(Nc1ccc(F)cc1)N1CCN(c2nc3ccccc3s2)CC1	1	-7	1.1	6	4	56	9	0	-12
